# IL-1B inflam inh: blocks inflammasome-driven IL-1 beta release | THP-1 LPS/ATP IL-1B secretion, AlphaLISA, 16 h; stronger effect = lower value | activity change, % at 57.5 µM | 360,000 compounds, 4.7% hits | AID 743279; in the data active means activity change below about -50%; inconclusive means mostly about -30% to -49%; further: on the % scale 0 is the no-effect control and ±100 the full control effect
#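 Secreted IL-1B measured by AlphaLISA bead assay after 16 h compound exposure of THP-1 cells; compounds (final up to 57.5 uM) added 1 h before LPS (250 ng/mL) and ATP (1.25 mM) stimulation; lower signal means less secretion.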
# ATXN2 expr inh: inhibitors of ATXN2 expression; HEK-293 ATXN2-luciferase reporter, luminescence, 24 h; Potency, µM (titrated, usually from 57 µM), without a hit: top-dose activity change, negative = inhibition, most hits filed as inhibitors; 360,000 compounds, 0.72% hits; AID 1745845; further: potency means the concentration at half of the fitted maximal effect; on the % scale 0 is the no-effect control and ±100 the full control effect; nearly all actives have a fitted effect of over 55% in size
#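 ATXN2-luciferase reporter cells (luciferase flanked by upstream and downstream ATXN2 gene portions) were treated 24 h at 37 °C with compounds at up to 57 uM. SteadyGlo luminescence gave expression; GF-AFC fluorescence gave viability.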
# HT1080 IDH1KD tx: kills HT-1080 cells with IDH1 knockdown. HT-1080 IDH1 knockdown viability, ATP luminescence, 48 h. Potency, µM (top dose mostly 46.1 µM), for inactives: top-dose activity, negative = toxicity, usual class: cytotoxic. 360,000 compounds, 2% hits;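 further: potency means the concentration at half of the fitted maximal effect; 0% = DMSO wells and -100% = cell-free medium wells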
#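 Using the IDH1-knockdown HT-1080 line run in the same batch and compound series as the NT line, viability after 48 h at 37 °C was determined by CellTiter-Glo luminescence and expressed as % activity.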
# SW480 rerep: DNA re-replication induction in SW480 cells; SW480 DNA re-replication, Hoechst DNA content imaging, 48 h; Potency, µM (top dose mostly 46.1 µM), without a hit: at the highest dose re-replication activation, usual class: activators; 340,000 compounds, 1.8% hits; further: potency means the concentration at half of the fitted maximal effect; % of control where 0% means no effect; nearly all actives have a fitted effect of over 55% in size
#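 DNA re-replication was detected as more nuclei of elevated Hoechst intensity after 48 hr exposure to compound (23 nL pinned per well of 250 cells).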
# KB-V1 cytotox: KB-V1 MDR subline cytotoxicity; AID 1347076; 400,000 compounds, 3.4% hits; Potency, µM (series often up to 46.1 µM), inactives show top-dose activity change, negative = cytotoxicity, actives largely listed as cytotoxic; KB-V1 MDR cells viability, CellTiter-Glo, 72 h; further: potency means the concentration at half of the fitted maximal effect; on the % scale 0 is the no-effect control and ±100 the full control effect; nearly all actives have a fitted effect of over 60% in size
#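 In this primary screen, KB-V1 cells overexpressing P-gp are incubated with library compounds (lowest to highest concentration) for 72 h at 37 degrees C before a luminescent ATP viability read.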
# HT1080NT lethal: kills 2HG-producing HT-1080-NT fibrosarcoma cells | HT-1080-NT fibrosarcoma viability, CellTiter-Glo ATP luminescence, 48 h | Potency, µM (titrated, usually from 46.1 µM), without a hit: at the top dose activity, negative = less viability, actives largely listed as cytotoxic | 360,000 compounds, 1.6% hits | AID 686970;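 further: NT is the 2HG producing partner of a matched IDH1 knockdown line; potency means the concentration at half of the fitted maximal effect; 0% = DMSO-treated cells and -100% = media-only wells without cells; nearly all actives have a fitted effect of over 55% in size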
#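 HT-1080-NT fibrosarcoma cells (2HG-overproducing), 750 cells/well in RPMI with 5% FBS, dosed after 2 h and incubated 48 h at 37C. CellTiter-Glo luminescence normalized to DMSO and no-cell wells; concentration-response curves fitted and classed.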
# WRN inhibitor: inhibitors of human WRN helicase; Q14191; WRN helicase unwinding, fluorescent forked duplex, kinetic; Potency, µM (series often up to 114 µM), without a hit: at the top dose activity change, negative = inhibition, usual class: inhibitors; 360,000 compounds, 0.46% hits; AID 651768; further: potency means the concentration at half of the fitted maximal effect; on the % scale 0 is the no-effect control and ±100 the full control effect; nearly all actives have a fitted effect of over 55% in size
#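 Screening of the MLSMR collection measured strand separation of a quenched forked DNA duplex (100 nM) by 20 nM WRN with 2 mM ATP, all final. Compounds were preincubated with enzyme 15 min at room temperature.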
# MCF10A rerep: inducers of DNA re-replication in MCF 10A breast cells; MCF 10A DNA re-replication, Hoechst nuclear intensity, 48 h; Potency, µM (top dose mostly 46.1 µM), without a hit: at the top dose activity, positive = re-replication, hits mostly activators; 350,000 compounds, 2.9% hits; AID 624296; further: potency means the concentration at half of the fitted maximal effect; % of control where 0% means no effect; nearly all actives have a fitted effect of over 50% in size
# KB-3-1 tox: KB-3-1 parental cell cytotoxicity | 400,000 compounds, 1.4% hits | Potency, µM (doses to about 46.1 µM), without a hit: at the highest dose activity change, negative = cytotoxic, most hits filed as cytotoxic | AID 1347075 | KB-3-1 viability, CellTiter-Glo ATP luminescence, 72 h; further: potency means the concentration at half of the fitted maximal effect; on the % scale 0 is the no-effect control and ±100 the full control effect; nearly all actives have a fitted effect of over 60% in size
#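 Cytotoxicity in the drug-sensitive parental line KB-3-1 was scored as loss of CellTiter-Glo luminescence following 72 h incubation with compound. Values come from curve fitting of normalized concentration-response data.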
# Active calls of the source: *; ? = inconclusive; . = no result given; [ ] = another dose, or the depositor's remark. Unless noted, the call rests on the fitted dose curve; in most records, active means well fitted curve in the direction sought with a large enough effect; inconclusive means small, poorly fitted or top-dose-only effect, or another doubt; inactive means no such curve, though single readings can be large; an effect the other way counts as inactive or inconclusive.
SMILES,IL-1B inflam inh,ATXN2 expr inh,HT1080 IDH1KD tx,SW480 rerep,KB-V1 cytotox,HT1080NT lethal,WRN inhibitor,MCF10A rerep,KB-3-1 tox
COc1ccc(NC(=S)N2CCN(C(=O)c3ccco3)CC2)cc1,-28,5%,2%,-21%,5%,-1%,2%,-14%,4%
CC(C)(C)c1nnc2sc(SCC(=O)c3ccccc3)nn2c1=O,-13,-27%,14%,2%,12%,7%,11%,?,-2%
COc1cc(Cl)c(S(=O)(=O)N2CCCC2)cc1Cl,7,-4%,-4%,-14%[1.84 µM],3%,-12%,-8%[57.1 µM],?,5%
COc1ccc(Cl)cc1NC(=O)CN(C)C(=O)CCc1nc2ccccc2c(=O)[nH]1,21,.,-6%,-2%,-13%,-3%,2%,-2%,-6%
Cc1ccc(C)c(NCc2ccccc2CO)c1,15,.,10%,-5%,2%,3%,5%,3%,0%
CC1CCN(c2ccc(C(=O)NCCc3ccccc3)cn2)CC1,-25,55%[activator],-3%,10%,13µM*,0%,-7%,11%,4%
CCOc1cc(/C=C2/N=C(c3ccc(C(C)(C)C)cc3)OC2=O)cc(Cl)c1OS(C)(=O)=O,19,7%,-1%,10%,-16%,2%,-12%,13%,-1%
CN(C)S(=O)(=O)c1ccc(N2CCCC2)c(C(=O)NCc2ccccc2)c1,-4,0%,-1%,-3%,-13%,-6%,7%,-1%,0%
Cc1ccc(S(=O)(=O)N2CC3C(=O)C[C@@H](c4ccccc4)N(S(=O)(=O)c4cccc(Cl)c4)C3CC2c2ccccc2)cc1 (some centres undefined),-1,.,-5%,.,-25%,-4%,2%,.,-12%
COc1ccc(C(C)=O)cc1CC(=O)Nc1ccc2c(c1)CCC2,24,0%,4%,-1%,8%,-11%,4%,19%,8%
CCOC(=O)C1(Cc2cccc(F)c2)CCN(Cc2ccc(COC)o2)CC1,0,-30%,13%,1%,0%,0%,-1%,11%,?
Cc1cccc(C(=O)NCC(=O)OCC(=O)NC2CCCCCCC2)c1,8,13%,1%,-11%,1%,2%,-6%,-2%,12%
Cc1ccc(S(=O)(=O)N2CCOCC2)cc1NC(=O)CSc1nnc2cc(C)c3ccccc3n12,-21,-16%,-12%,1%,?,-1%,-34%[57.1 µM],?,6%
COC(=O)c1ccc(C(=O)O)nc1,3,-4%,19%,-9%,8%,20%,?,0%,-14%
Clc1ccccc1Cn1nnc2c(NCCN3CCOCC3)ncnc21,0,4%,7%,-3%,21µM*,3%,2%,21%,1%
O=C(CCNC(=O)c1ccccc1)Nc1cccnc1,25,-3%,9%,-2%,-1%,-1%,8%,9%,-1%
O=C(COC(=O)c1cccs1)c1ccccc1,-3,44%[activator],4%,-4%,-2%,11%,3%,1%,22%
N#Cc1c(-c2ccco2)ccn(Cc2cccc(F)c2)c1=O,-19,-6%,-2%,-9%,?,4%,2%,7%,19%
CNS(=O)(=O)c1cc(C(=O)OCC(=O)NC2CCCc3ccccc32)ccc1Cl (centres undefined),6,-10%,2%,-7%,18%,6%,-14%,0%,-4%
NCC(O)COc1ccc2c(c1)OCO2 (centres undefined),29,6%,-1%,-2%,-1%,-1%,-2%[57.1 µM],1%,-4%
Cc1nc(C(=O)NCCC(C)C)sc1C1(C)CC(c2ccccc2)=NO1 (centres undefined),-9,0%,10%,?,-13%,17%,-1%,-1%,0%
COC(=O)c1cnc(Nc2nc(CN)cs2)nc1C(F)(F)F,-10,1%,17%,.,-2%,21%,16%,.,0%
CCc1nccn1S(=O)(=O)c1cccc([N+](=O)[O-])c1,11,7%,7%,-11%,-2%,15%,-4%,1%,11%
O=C1N(S(=O)(=O)c2ccccc2F)C(=O)C2(CCCC2)N1S(=O)(=O)c1ccccc1F,0,-1%,9%,-6%,0%,-1%,3%,-4%,-1%
CCCn1c(O)c2ccc(C(=O)N=NC(=O)c3cccnc3)cc2c1O,-14,-9%,13%,1%,23%,13%,0%,-5%,4%

# Next part, starting with the last 2 of the part before.
SMILES,IL-1B inflam inh,ATXN2 expr inh,HT1080 IDH1KD tx,SW480 rerep,KB-V1 cytotox,HT1080NT lethal,WRN inhibitor,MCF10A rerep,KB-3-1 tox
O=C1N(S(=O)(=O)c2ccccc2F)C(=O)C2(CCCC2)N1S(=O)(=O)c1ccccc1F,0,-1%,9%,-6%,0%,-1%,3%,-4%,-1%
CCCn1c(O)c2ccc(C(=O)N=NC(=O)c3cccnc3)cc2c1O,-14,-9%,13%,1%,23%,13%,0%,-5%,4%
COc1ccc(C(=O)Cc2ccccc2C(=O)O)cc1,12,9%,13%,-2%,4%,16%,5%,0%,4%
Cc1ccc2[nH]c3c(c2c1)CC/C(=C/c1ccccc1)C3=O,-8,19%,4%,?,13µM*,-3%,-1%,?,-12%
CCOc1ccc(NC(=O)CN2CCCC2c2cccs2)cc1S(=O)(=O)N1CCCCC1 (centres undefined),-8,-36%,-3%,9%,0%,1%,-14%,11%,?
CCCCN1CC(C)(C)[C@H](CC(=O)Nc2ccc(Br)cc2)C1=O,-26,-9%,9%,.,10%,15%,-2%,.,6%
CCOc1cc(/C=C2/C(=N)N3C(=NC2=O)SN=C3S(=O)(=O)CC)ccc1OC(=O)c1ccco1,-13,.,-3%,-5%,3%,-3%,-10%,-3%,0%
CSc1ccc(/C=N/NC(=O)c2ccc3nc[nH]c3c2)cc1,-23,.,?,.,-1%,?,0%,.,?
Cc1nc(NCc2cccnc2)c2c3c(sc2n1)CC(C)CC3 (centres undefined),-4,.,-2%,?,-28%,-3%,3%,?,2%
Cc1ccc(S(=O)(=O)N2CCN(C(=O)COc3ccc(NC(=O)c4ccco4)cc3)CC2)cc1,-12,1%,6%,-2%,-27%,0%,2%,-3%,-14%
COc1ccc(S(=O)(=O)Nc2ccc(N3CCOCC3)cc2)cc1,-3,9%,-4%,7%,-8%,-3%,-2%,7%,-4%
O=C(C1CC1)N1CCc2cc(S(=O)(=O)NC3CCN(Cc4ccccc4)CC3)ccc21,0,-15%,-5%,4%,?,-6%,-4%,0%,-2%
O=C(CN(C(=O)CCC(=O)Nc1ccccn1)c1ccccc1F)NCc1ccc2c(c1)OCO2,-6,-18%,10%,1%,-21%,1%,-2%,-4%,?
c1ccc2c(Nc3nc4c(s3)CCCC4)cccc2c1,14,112%[activator],-16%,6%,?,-15%,3%,?,?
COc1ccccc1/C=[N+](\[O-])C1SC(=S)N(C)C1(C)C (centres undefined),0,.,11%,-5%,13%,-17%,-4%,-3%,1%
Cc1ccc(S(=O)(=O)Nc2ccc(O)c3cccnc23)cc1,74,22µM*,?,23µM*,-11%,-14%,-5%,?,-8%
O=[N+]([O-])c1cccc(/C=C2\CCc3cnn(C4CCS(=O)(=O)C4)c32)c1 (centres undefined),-22,.,1%,.,?,0%,16%,.,0%
CN1CCN(C(=O)CN(c2ccccc2)S(=O)(=O)N(C)C)CC1,-25,-5%,9%,-1%,-3%,17%,11%,-17%,7%
Cc1ccc(C2=NS(=O)(=O)N(C)C(C(=O)Nc3cc(C)n(CC(=O)N4CCCCC4)n3)=C2)cc1,11,-6%,11%,-2%,13%,11%,-12%,-13%,-4%
COc1cccc(N=C(N)N=C(N)N)c1,-4,4%,3%,-13%,0%,9%,4%,-2%,6%
CCOC(=O)c1cnc(-n2nc(C)cc2C)nc1NNc1nc(C)cc(C)n1,14,.,0%,-23%,-19%,2%,-1%,-1%,1%
CCOC(=O)c1cccc(-c2ccc(C=O)o2)c1,13,9%,10%,6%,-24%,-2%,-24%,-1%,-4%
Cc1cccc2cc(-c3nc4c(C)cccn4c3NCc3ccco3)c(=O)[nH]c12,?,-2%,0%,2%,?,-8%,1%,25%,-5%
O=c1cc(CO)oc(C(Nc2cccc([N+](=O)[O-])c2)c2ccccn2)c1O (centres undefined),11,-1%,4%,-7%,15%,-1%,2%,0%,25%
S=c1[nH]nc(-c2cc3ccccc3o2)n1Cc1ccccc1,-4,-25%,-20%,2%,0%,-9%,-5%,16%,-12%
O=C(Nc1nc(=O)c2ccccc2s1)c1ccccc1,25,56%[activator],-17%,1%,-12%,-6%,5%,27%,13%
CCCCCN1CC(O)=C(c2ccccc2)C1=N,-26,-27%,15%,-1%,11%,19%,9%,1%,1%

# New compounds follow.
SMILES,IL-1B inflam inh,ATXN2 expr inh,HT1080 IDH1KD tx,SW480 rerep,KB-V1 cytotox,HT1080NT lethal,WRN inhibitor,MCF10A rerep,KB-3-1 tox
NCCc1nc(-c2ccccc2)cs1,-52*,-13%,-13%,3%,-23%,-3%,-6%,7%,-5%
Cc1ccc(S(=O)(=O)/N=S(/c2ccccc2)C(C)C)cc1 (centres undefined),9,-8%,18%,-1%,3%,14%,7%,1%,-1%
O=C(NCc1ccccc1Cl)c1ccc(S(=O)(=O)NCc2ccco2)cc1,-3,-3%,-10%,-6%,-15%,-5%,-1%,2%,-1%
N#Cc1cccc(NC(=O)Cc2ccccc2)c1,-9,13%,0%,-6%[1.84 µM],14%,-5%,-5%[57.1 µM],6%,12%
COC(c1ccccc1)c1nc2ccccc2[nH]c1=O (centres undefined),22,19%,16%,-1%,0%,18%,-2%,10%,-3%
CCS(=O)(=O)c1ccc(-c2cccc(NC(=O)c3ccco3)c2)nn1,2,5%,-5%,-14%,?,8%,1%,1%,8%
CCc1ccc(NC(=O)NCc2cccnc2)cc1,5,13%,9%,?,?,7%,-1%,0%,6%
O=C(Cc1c2ccccc2nc2ccccc12)c1ccccc1,8,-6%,-2%,-1%,3%,-2%,-21%,-26%,4%
Cc1noc2c1C(c1ccc(N(C)C)cc1)C1=C(CC(C)(C)CC1=O)N2 (centres undefined),9,6%,-4%,-10%,?,6%,2%,-5%,-10%

# Shown as a hit in IL-1B inflam inh (from the list above):
canonical_smiles | IL-1B inflam inh | SW480 rerep | WRN inhibitor
NCCc1nc(-c2ccccc2)cs1 | -52* | 3% | -6%

# Compound activity from PubChem BioAssay.
